Growth percent in the NCI-60 one-dose screen (48 h, 10 µM unless noted): 100 = growth as untreated, 0 = no growth, -100 = all killed.
COLO 205 – COLO 205 colon cancer; hit rate 7.3% among 79,000; AID 1794742
NCI-H460 – NCI-H460 lung cancer; hit rate 6.8% among 82,000
HCT-15 – HCT-15 colon cancer | hit rate 5.2% among 82,000 | AID 1794746
KM12 – KM12 colon cancer cells; hit rate 5% among 82,000; AID 1794800
NCI-H226 – NCI-H226 lung cancer; hit rate 3.5% among 79,000
NCI-H322M – NCI-H322M lung cancer. AID 1794733. hit rate 2.7% among 80,000
HT29 – HT29 colon cancer; hit rate 7.4% among 81,000; AID 1794748
SW-620 – SW-620 colon cancer. hit rate 5.2% among 82,000
HCT-116 – HCT-116 colon cancer. AID 1794798. hit rate 7.3% among 82,000
Active calls of the source: *; x = no result given; & = joins results of further samples; ! = repeats disagree. How the source made its calls: active means growth percent below 10; inactive means the rest.

no.	molecule	COLO 205	NCI-H460	HCT-15	KM12	NCI-H226
1	COc1cc(/C=C/C(=O)c2cccc(NC(=O)CSc3nc4ccccc4c(=O)n3-c3ccccc3)c2)cc(OC)c1OC	119	88	87	99	97
2	Oc1c(Cl)cc(Cl)c2ccc(Cn3cc(-c4cc(C(F)(F)F)cc(C(F)(F)F)c4)nn3)nc12	66	101	13	102	82
3	Fc1cc2[nH]ncc2c2c3c(c(-c4cn[nH]c4C(F)(F)F)nc12)CCCC3	-46*	2.4*	4.8*	9.4*	6.2*
4	CC(=O)Nc1ccc(/C=N/NC(N)=S)c(C)c1	107	106	108	107	107
5	S=c1[nH]cccc1-c1nnc2n1Nc1nc3ccc(Cl)cc3cc1CS2	122	102	97	104	95
6	COc1ccc(-c2cc(O)c(C(=O)Nc3ccccc3)s2)cc1	115	103	95	95	103
7	CN(Cc1ccc(Cl)cc1Cl)CC(O)C(O)C(O)C(O)CO (stereo not drawn)	101	103	101	101	100
8	Cc1c(C(N)=O)sc2ncn(C)c(=O)c12	132	109	100	99	92
9	COC(=O)c1ccccc1NC(=O)Nc1ccc(Cl)cc1	101	108	99	104	101
10	O=C(CNc1ccc(Br)cc1Cl)Cn1cc(COc2ccc(C=Nc3cnc4ccccc4c3)cc2)nn1	110	113	107	107	103
11	CCCCc1oc2ccc([N+](=O)[O-])cc2c1C(=O)c1ccc(C#Cc2ccc(C)cc2)cc1	89	88	84	94	86
12	CCOC(=O)C1=CSC2=NC(C)=CC(c3ccc(OC)c(OC)c3)N12 (stereo not drawn)	103	109	94	112	94

no.	NCI-H322M	HT29	SW-620	HCT-116
1	106	121	98	79
2	103	53	4.6*	1.8*
3	0.0*	6.1*	4.2*	1.1*
4	104	102	103	94
5	103	110	99	87
6	91	114	106	97
7	101	101	97	99
8	101	105	107	105
9	96	82	107	93
10	113	113	105	100
11	98	67	87	74
12	105	104	109	101

New compounds follow:
no.	molecule	COLO 205	NCI-H460	HCT-15	KM12	NCI-H226
13	Cc1cc(Sc2cc(C)cc(C(C)(C)C)c2O)c(O)c(C(C)(C)C)c1	97	86	66	83	94
14	C=CCNC(=O)OC(C)C	108	105	100	105	96
15	Cc1cc2n(n1)-c1ccccc1-c1ccccc1C(=O)N2C	188	114	93	105	107
16	Nc1c(C(=O)Nc2ccncc2)sc2nc3c(cc12)CCCC3	108	96	88	93	89
17	CCOC(=O)CN1C(=O)CSC1=S	117	101	99	96	97
18	O=C(Nc1nc(-c2ccccc2)cs1)c1cc(-c2ccc(Cl)cc2)nc2ccc(Cl)cc12	91	95	87	89	75
19	COC(=O)C1=C(C)NC(C)=C(C(=O)OCC(C)C)C1c1cccc(C#N)c1 (stereo not drawn)	116	106	90	94	89
20	CC(C)N(CCCCO)C(C)C	106	108	103	116	116
21	Cn1c(N)nc2c1c(=O)[nH]c(=O)n2C	99	118	101	102	112
22	O=C(Nc1ccc(Cl)cc1)c1cc(-c2ccc(F)cc2)c2sc(=O)[nH]c2n1	8.8*	1.4*	13	6.8*	12
23	COc1ccc(NC(=O)c2nc(-c3cc(OC)c(OC)c(OC)c3)n(-c3cccc4ccccc34)n2)cc1OC	37	50	15	41	45
24	O=C(Nc1ccc(OCc2nnc(-c3ccc(Cl)cc3)o2)c(F)c1)c1ccccc1	101	93	91	103	99

no.	NCI-H322M	HT29	SW-620	HCT-116
13	103	52	78	48
14	116	107	98	107
15	99	98	103	94
16	104	86	95	99
17	92	107	99	97
18	91	92	90	73
19	103	101	107	82
20	x	98	110	105
21	101	102	103	106
22	13	17	15	3.3*
23	45	30	62	26
24	90	103	103	81

The list continues:
no.	molecule	COLO 205	NCI-H460	HCT-15	KM12	NCI-H226
25	CN1c2ccccc2C(=O)N(NC(=O)Nc2ccccc2)C1c1ccccc1 (stereo not drawn)	110	110	108	105	103
26	CSc1nc(NCc2ccccc2)c(C#N)c(-c2cccc(N)c2)n1	120	101	97	97	87
27	COc1cc(/C=C2/Oc3cc4occc4c(OC)c3C2=O)ccc1OCC(=O)Nc1ccc(S(=O)(=O)N=C(N)N)cc1	116	106	110	98	89
28	c1ccc2c(-c3nn4cc(-c5nccs5)nc4s3)c[nH]c2c1	100	97	83	89	100
29	O=C(C(Br)Br)C(Br)C(Br)c1ccccc1 (stereo not drawn)	4.5*	104	21	102	95
30	CC(C(=O)NCCc1c[nH]c2ccccc12)N1C(=O)/C(=C/c2ccco2)SC1=S (stereo not drawn)	117	104	99	102	92
31	CCCN1C2CCC1/C(=C\c1ccc(OC)cc1)C1=C2[C@@H](c2ccc(OC)cc2)C(C#N)=C(N)O1 (stereo partly drawn)	83	94	81	88	97
32	NC1=NC(c2ccc(OCc3ccccc3)cc2)n2c(nc3ccccc32)N1 (stereo not drawn)	89	96	95	101	100
33	CC1(C)C(=O)CC[C@]2(C)[C@H]3C(=O)C=C4[C@H]5C[C@](C)(C(=O)N6CCCNCC6)CC[C@]5(C)CC[C@@]4(C)[C@]3(C)CC[C@@H]12	114	104	99	101	94
34	CCc1nnc(N)s1	99	106	120	102	100
35	NC(=O)c1ccc[n+](Cc2c[nH]c(=O)[nH]c2=O)c1	114	108	112	111	97
36	CC(Cc1nnc(SCC(=O)Nc2ccc(I)cc2)n1N)c1ccccc1 (stereo not drawn)	94	96	103	96	87

no.	NCI-H322M	HT29	SW-620	HCT-116
25	116	108	107	83
26	85	107	106	91
27	107	107	107	104
28	92	107	101	94
29	109	-5.3*	-47*	25
30	104	113	103	111
31	83	86	95	75
32	101	87	87	82
33	103	108	102	95
34	119	99	107	107
35	110	108	101	103
36	96	111	95	69

Next entries:
no.	molecule	COLO 205	NCI-H460	HCT-15	KM12	NCI-H226
37	Nc1cc2c(cc1[N+](=O)[O-])-c1ccccc1/C2=N\O	111	66	66	82	87
38	O=C1CNc2cc(Cl)ccc2N1	106	109	109	103	103
39	Cc1ccc(S(=O)(=O)c2nc(-c3ccc(F)cc3)oc2S(C)(=O)=O)cc1	95	101	13	103	84
40	N=C(N)c1ccc(-c2ccc(-c3ccc(-c4ccc(Cl)cc4)s3)s2)cc1	76	100	78	92	98
41	O=C(/C=C/C=C/c1ccccc1)c1ccccc1O	102	103	90	106	99
42	Nc1nnc(-c2cccc(Cl)c2Cl)c(N)n1	112	108	104	106	111
43	COc1cc2oc(C(=O)N[C@@H](Cc3ccccc3)C(=O)C(N)=O)c(C)c(=O)c2cc1OC	116	107	93	99	103
44	CC(C)(C)CC(C)(C)SSc1n[nH]c(=S)s1	101	113	96	109	x
45	CSc1nc(Cl)c(Cl)cc1Cl	101	109	102	99	105
46	CC(=O)OCc1ccccn1	112	107	106	105	95
47	COc1ccc(C(=O)c2cc(C)c(OC)c(C)c2)c(OC)c1N(C(=O)CCl)C(=O)CCl	-39*	1.3*	4.7*	6.6*	7.9*
48	C/C(=C(/c1ccccc1)c1ccc(OCCN)cc1)c1cccc(O)c1	109	104	97	103	109

no.	NCI-H322M	HT29	SW-620	HCT-116
37	71	104	77	54
38	106	x	105	104
39	96	55	-66*	36
40	94	72	97	100
41	95	95	100	92
42	106	101	102	98
43	107	108	108	98
44	118	120	117	97
45	83	92	111	105
46	100	101	98	95
47	36	3.2*	20	-0.7*
48	103	112	97	107

Next part
no.	molecule	COLO 205	NCI-H460	HCT-15	KM12	NCI-H226
49	CSC(=S)O[C@@H]1CC(C)(C)CC2C3=CCC4[C@@]5(C)CCC(O)C(C)(C)C5CC[C@@]4(C)[C@]3(C)CC[C@]21C(=O)O (stereo partly drawn)	109	88	75	90	102
50	COC(=O)C1CCN(c2ncnc3cc(OC)c(OC)cc23)CC1	107	105	103	101	82
51	O=c1[nH]c2ccc(Br)cc2c(=O)o1	115	105	105	106	89
52	Cc1ccsc1[C@@H]1C[C@H](O)Cc2cc(Br)c3ccccc3c2N1	110	110	99	103	x
53	CC(=O)CSc1ncnc2nc[nH]c12	98	98	96	123	92
54	CC(=O)c1cc(Br)ccc1O	121	105	101	102	101
55	O=C1c2ccccc2C(=O)c2cc3c(cc21)CCCC3	98	92	90	87	69
56	COc1ccc2occ(C3=C(c4c[nH]c5ccccc45)C(=O)NC3=O)c2c1	x	23	24	21	x
57	O=C(Nc1nc2ccc(Cl)cc2s1)c1ccc(C(=O)Nc2nc3ccc(Cl)cc3s2)cc1	111	98	98	107	95
58	O=C(Nc1ccncc1)C(=O)c1cn(S(=O)(=O)c2ccc(Br)s2)c2ccccc12	119	90	68	77	80
59	COc1ccc(-c2nc3ccccn3c2/C=C/C(=O)c2cc(OC)c(OC)c(OC)c2)cc1	x	34	50	46	72
60	Nc1c(C2CCCCC2)c(=O)on1C(=O)c1ccccc1	124	111	100	99	118

no.	NCI-H322M	HT29	SW-620	HCT-116
49	100	91	96	81
50	101	108	101	101
51	115	104	106	100
52	110	104	109	100
53	115	104	96	89
54	127	116	102	112
55	95	96	101	88
56	79	17	23	26
57	x	102	101	96
58	102	76	74	65
59	73	45	50	12
60	126	107	116	98

Pulled one by one from the entries so far (five):
no.	molecule	COLO 205	NCI-H460	HCT-15	KM12	NCI-H226
49	CSC(=S)O[C@@H]1CC(C)(C)CC2C3=CCC4[C@@]5(C)CCC(O)C(C)(C)C5CC[C@@]4(C)[C@]3(C)CC[C@]21C(=O)O (stereo partly drawn)	109	88	75	90	102
29	O=C(C(Br)Br)C(Br)C(Br)c1ccccc1 (stereo not drawn)	4.5*	104	21	102	95
48	C/C(=C(/c1ccccc1)c1ccc(OCCN)cc1)c1cccc(O)c1	109	104	97	103	109
23	COc1ccc(NC(=O)c2nc(-c3cc(OC)c(OC)c(OC)c3)n(-c3cccc4ccccc34)n2)cc1OC	37	50	15	41	45
3	Fc1cc2[nH]ncc2c2c3c(c(-c4cn[nH]c4C(F)(F)F)nc12)CCCC3	-46*	2.4*	4.8*	9.4*	6.2*

no.	NCI-H322M	HT29	SW-620	HCT-116
49	100	91	96	81
29	109	-5.3*	-47*	25
48	103	112	97	107
23	45	30	62	26
3	0.0*	6.1*	4.2*	1.1*

(list continues)
no.	molecule	COLO 205	NCI-H460	HCT-15	KM12	NCI-H226
61	CCc1ccc(C2=NN(c3ccc(S(N)(=O)=O)cc3)C(c3ccc(OC)c(OC)c3)C2)cc1 (stereo not drawn)	120	108	105	105	90
62	O=C(CCCCCCNC(=O)C(O)(O)C(F)(F)F)Nc1ncc(-c2ccc(Br)cc2)s1	-56*	0.6*	3.8*	-67*	4.5*
63	C=CCn1c2c(c3ccccc31)CCC2	110	107	104	117	x
64	CC1=C[C@@H]2c3c(c(O)c(O)c4oc5cc(O)cc(O)c5c(=O)c34)[C@@H](c3cc(O)c(O)c4oc5cc(O)cc(O)c5c(=O)c34)[C@@H]2C(C)(C)C1	x	-28*	25	-55*	8.5*
65	COCCn1cc(-c2nc(-c3ccsc3)cs2)c2cc(F)ccc21	106	100	73	79	89
66	N#Cc1cccc(NC(=O)c2cc(-c3ccc(F)cc3F)ccc2O)c1	95&107	5.7*	7.0*!	2.9*	3.6*!
67	CC(=O)c1c2ccccc2c(Sc2ccccc2)n1C	109	86	98	89	82
68	COc1cccc(CNc2ccnc3[nH]c4ccc(C#N)cc4c23)c1	98	97	111	91	88
69	O=C1NCN(C2CCCCC2)CN1	116	110	106	106	93
70	CC(=O)c1sc(/N=C2\NC(=O)/C(=C/c3ccc(Cl)cc3)S2)nc1C	112	113	101	101	100
71	Oc1ccccc1CN1CCC2(CCCN(Cc3ccccc3F)C2)C1 (stereo not drawn)	85	101	92	99	95
72	CC(=O)NC1C(Nc2ccc(S(=O)(=O)Nc3cc(C)nc(C)n3)cc2)OC(CO)C(O)C1O (stereo not drawn)	102	98	101	107	97

no.	NCI-H322M	HT29	SW-620	HCT-116
61	114	111	104	102
62	12	1.8*	-16*	-26*
63	110	106	103	100
64	17	-20*	-51*	-79*
65	x	68	99	85
66	1.8*!	95&104	13&19	5.4*
67	87	98	95	82
68	103	92	98	92
69	125	109	110	98
70	103	96	111	101
71	114	85	101	78
72	101	107	96	111

The listing continues:
no.	molecule	COLO 205	NCI-H460	HCT-15	KM12	NCI-H226
73	CS(=O)(=O)CS(C)(=O)=O	108	114	102	103	98
74	Nc1cc2c(cc1Br)-c1ccc(F)cc1C2O (stereo not drawn)	104	108	109	106	94
75	COc1ccc(-c2nc3sccn3c2-c2cc(-c3ccc4cc(OC)ccc4c3)on2)cc1	131	105	111	98	88
76	COc1ccc2c(c1)CCc1c-2n[nH]c1-c1[nH]nc2c1CCc1cc(OC)ccc1-2	68	54	36	48	83
77	COC(=O)c1ccc2c(c1)nc(-c1ccc(Cl)cc1)n2Cc1ccc(OC)c(OC)c1	95	81	74	83	93
78	COC(=O)c1ccc2c(c1)C(=O)c1c-2n(CCCN)c(=O)c2cc([N+](=O)[O-])ccc12	-100*	-100*	-96*	-97*	-73*
79	C=C(C)[C@@H]1CC[C@]2(C(N)=O)CC[C@]3(C)[C@H](CC[C@@H]4[C@@]5(C)C/C(=C/c6cc(OC)cc(OC)c6)C(=O)C(C)(C)[C@@H]5CC[C@]43C)[C@@H]12	80	55	55	72	50
80	O=C1CC2CCC1C2 (stereo not drawn)	115	106	96	97	90
81	CC(C)C[C@H](NC(=O)[C@H](Cc1ccccc1)n1ccc(N2CCCCC2)cc1=O)B(O)O	29	35	28	1.6*	-69*
82	O=C(CSc1nccc(Nc2ccc(N3CCOCC3)cc2)n1)c1ccc(Cl)cc1	106	101	103	98	87
83	O=C1Nc2ccccc2/C1=C/C(=O)c1cc2ccccc2oc1=O	-15*	108	30	96	94
84	O=C1C(Cl)=C(Nc2ccc(S(=O)(=O)c3ccc(NC4=C(Cl)C(=O)c5ccccc5C4=O)cc3)cc2)C(=O)c2ccccc21	-55*	37	0.5*	5.1*	91

no.	NCI-H322M	HT29	SW-620	HCT-116
73	102	104	103	118
74	91	107	109	94
75	78	109	97	89
76	90	52	45	32
77	99	67	79	59
78	-84*	-100*	-100*	-100*
79	85	67	77	37
80	101	95	99	104
81	71	0.2*	6.5*	2.6*
82	x	110	98	91
83	102	110	2.1*	66
84	65	33	0.7*	-86*
